High-throughput results (PubChem BioAssay)
BCR signal inh: inhibitors of chronic active B-cell receptor signaling | ABC-DLBCL IkBa-CBG/CBR reporter, luminescence ratio, 4 h | AID 493014 | Potency, µM (doses to about 46.1 µM), without a hit: at the top dose ratio change, negative = lower green/red ratio, actives largely listed as inhibitors | 0.05% of 340,000 active; active = well fitted inhibition curve with a large enough effect in the signal ratio, with a control signal flat, not every such curve was filed as active; inconclusive = small, poorly fitted or top-dose-only effect, or effect the other way, or a change in a side signal; the % refers to the signal ratio;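 note: potency is the fitted concentration of half-maximal effect; plate controls were basal doxycycline-induced cells for no effect and cells given 10 µM MG132 for full effect; MG132 reads +100%, hits lower the ratio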
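TMD8 human ABC-DLBCL cells with doxycycline-inducible IκBα–green luciferase fusion and unfused red luciferase, in 0.5% FBS medium; compounds up to 46 uM, 4 h at 37C. Green/red luminescence ratio, filter-overlap corrected, fitted to concentration-response curves.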
KCNH2 3.1 block: blocks the human KCNH2 3.1 channel isoform | U2OS KCNH2 3.1, thallium flux FluxOr; active compounds read low | activity change, % (tested at about 1.8 µM) | 0.95% of 340,000 active | AID 720553;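 active = maximum activity change below -70%; inconclusive = maximum activity change from -70% to -50%; inactive = maximum activity change above -50%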;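 note: thallium influx rate constant from kinetic fluorescence after stimulation buffer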
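Measured as rate of thallium-driven FluxOr signal in transduced U2OS cells carrying the 3.1 channel, read kinetically for 2 min upon stimulation; values are rate constants scaled to DMSO control wells.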
KCNH2 WT inh: KCNH2 (human, wildtype) channel inhibition; Q12809; 0.37% of 340,000 active; activity change, % at 1.84 µM; U2OS, BacMam KCNH2, thallium flux FluxOr; active compounds read low;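 active = maximum activity change below -70%; inconclusive = maximum activity change between -70% and -50%; inactive = maximum activity change above -50%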
Target sequence (Q12809 whole entry, looked up): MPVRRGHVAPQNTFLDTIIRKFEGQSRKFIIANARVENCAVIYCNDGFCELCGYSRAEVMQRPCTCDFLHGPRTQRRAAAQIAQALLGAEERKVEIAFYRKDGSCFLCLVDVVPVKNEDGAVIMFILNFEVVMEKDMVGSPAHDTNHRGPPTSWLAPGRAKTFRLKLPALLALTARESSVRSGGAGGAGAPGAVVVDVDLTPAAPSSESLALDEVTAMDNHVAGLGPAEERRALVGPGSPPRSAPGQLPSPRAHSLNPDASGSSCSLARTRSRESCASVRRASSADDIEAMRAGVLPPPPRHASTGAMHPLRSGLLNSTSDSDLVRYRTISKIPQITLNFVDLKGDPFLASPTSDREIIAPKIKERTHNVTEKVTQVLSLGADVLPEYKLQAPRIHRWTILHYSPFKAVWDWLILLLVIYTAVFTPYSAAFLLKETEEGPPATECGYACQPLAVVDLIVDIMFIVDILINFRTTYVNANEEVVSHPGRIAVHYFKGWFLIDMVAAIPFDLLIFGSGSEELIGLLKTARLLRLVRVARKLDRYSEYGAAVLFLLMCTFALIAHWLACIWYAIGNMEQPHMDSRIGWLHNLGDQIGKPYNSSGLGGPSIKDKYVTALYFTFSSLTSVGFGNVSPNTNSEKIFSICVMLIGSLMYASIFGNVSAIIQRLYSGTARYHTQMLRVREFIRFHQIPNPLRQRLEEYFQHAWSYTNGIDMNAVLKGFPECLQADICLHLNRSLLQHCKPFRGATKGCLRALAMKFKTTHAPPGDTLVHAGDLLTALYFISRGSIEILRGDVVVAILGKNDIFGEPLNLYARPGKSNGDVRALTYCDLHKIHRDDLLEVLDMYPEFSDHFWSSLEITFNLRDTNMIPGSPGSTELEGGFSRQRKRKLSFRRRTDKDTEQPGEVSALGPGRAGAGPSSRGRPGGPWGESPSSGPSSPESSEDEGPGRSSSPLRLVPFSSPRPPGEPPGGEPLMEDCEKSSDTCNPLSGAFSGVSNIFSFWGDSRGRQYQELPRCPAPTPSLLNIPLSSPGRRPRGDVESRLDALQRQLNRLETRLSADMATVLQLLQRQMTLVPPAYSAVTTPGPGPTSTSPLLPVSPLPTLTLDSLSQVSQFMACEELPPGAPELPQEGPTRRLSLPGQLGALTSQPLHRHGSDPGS
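U2OS cells were transduced with wild-type KCNH2 virus (2.03 x 10^8 / mL) for 4 h at room temperature, then cultured overnight at 37 C. Thallium flux was read with FluxOr dye. Rate constants were normalized to DMSO controls.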
Giardia killer: Giardia lamblia killing. 0.15% of 340,000 active. activity change, % at 7.66 µM, hits read low. AID 540267. Giardia lamblia trophozoite viability; in the data active = activity change below about -80%; inconclusive = between about -30% and that limit;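 note: parasites exposed to compound for two days anaerobically before the ATP read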
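Trophozoite viability was measured as ATP-dependent luminescence, read 15-30 min after reagent addition. Before that, parasites at 100 cells/well were exposed to compounds for 48 h, anaerobically, at 37 deg C.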
Coupling enz: coupling enzyme interference in Giardia aldolase counter-screen; coupling enzyme system counterscreen, AmpLite Red fluorescence; activity change, negative = inhibition, % at 58.2 µM, hits read low; AID 2472; 0.67% of 290,000 active; in the data active = activity change below about -30%
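Final compound at 57.5 uM, incubated 10 min at RT with coupling enzyme reagent (glyceraldehyde-3-phosphate), then 20 min with substrate and AmpLite Red detection. Fluorescence read at 525/598 nm; tests interference with the coupling assay, not aldolase inhibition.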
USP2a block: USP2a (human) protease inhibition; O75604; Potency, µM (highest dose often 38.3 µM), for inactives: top-dose activity change, negative = inhibition, usual class: inhibitors; AID 463254; 0.01% of 330,000 active; USP2 core, Ub-CHOP2 coupled fluorogenic reporter, 485/531;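 note: potency is the fitted concentration of half-maximal effect; plate controls were DMSO wells for no effect and full inhibition by NEM control for full effect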
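USP2 core (10nM final) preincubated 30min RT with compound in 20mM Tris-HCl pH 8.0, 2mM CaCl2, 2mM beta-mercaptoethanol, 0.05% CHAPS; 25nM Ub-CHOP2 plus 25nM reporter substrate added, fluorescence (Ex485/Em531) read after 60min.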
uPA generation: inhibitors of cell surface uPA generation; cell surface uPA generation assay, qHTS; Potency, µM (titrated, usually from 38.3 µM), for the others: at the highest dose activity change, negative = inhibition, actives largely listed as inhibitors; 0.31% of 330,000 active; AID 540303; active = well fitted inhibition curve with a large enough effect; inconclusive = small, poorly fitted or top-dose-only effect; inactive = no such curve, though single readings can be large or run the other way; tested in mouse RAW 264.7 cells; note: potency is the fitted concentration of half-maximal effect; nearly all actives have a fitted effect of over 55% in size
Eya2 inh: blocks the phosphatase activity of human Eya2 | 0.006% of 330,000 active | Potency, µM (doses to about 76.9 µM), for the others: at the top dose activity, negative = inhibition, most hits filed as inhibitors | recombinant Eya2, OMFP fluorescence dephosphorylation (OMFP is methylfluorescein phosphate) | O00167; note: potency is the fitted concentration of half-maximal effect
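Eya2 protein (added as 0.2 uM solution) was preincubated with compound for 10 min at ambient temperature in 50 mM HEPES pH 7.5, 50 mM NaCl, 5 uM MgCl2, 0.05% BSA, 1 mM DTT. OMFP (added at 50 uM) then reacted 10 min; fluorescence read at 485/525 nm.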
GALK inhibitor: inhibitors of human galactokinase | Purified GALK, Kinase-Glo residual ATP luminescence | P51570 | 0.007% of 270,000 active | Potency, µM (highest dose often 57.5 µM), for the others: at the highest dose activity change, negative = inhibition, actives largely listed as inhibitors; note: potency is the fitted concentration of half-maximal effect
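Kinase-Glo Plus luminescence measured ATP left after a 1 h room-temperature reaction. The reaction used 5 nM GALK, 100 uM galactose and 35 uM ATP at pH 8.0 (20 mM HEPES, 5 mM MgCl2, 60 mM NaCl, 1 mM DTT, 0.01% BSA).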
B2AR arrestin: recruits beta-arrestin to the human beta2-adrenergic receptor | 0.02% of 330,000 active | AID 492947 | Potency, µM (top dose mostly 46.1 µM), for inactives: top-dose activation, usual class: activators | beta-arrestin recruitment to beta2AR, cell-based reporter;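 note: potency is the fitted concentration of half-maximal effect; 0% = DMSO controls and full agonism = EC100 isoproterenol or metaproterenol; nearly all actives have a fitted effect of over 65% in size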
PKM2 activator: PKM2 (human) enzyme activation. AID 1631. Potency, µM (top dose mostly 57.5 µM), inactives show at the top dose activation, usual class: activators. 0.34% of 260,000 active. P14618. purified PKM2, Kinase-Glo ATP luminescence, activation; response scale: 0% is enzyme alone, no compound; note: potency is the fitted concentration of half-maximal effect; nearly all actives have a fitted effect of over 55% in size
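Purified hPK-M2 (>95%) run at intermediate activity with 0.1 mM ADP and 0.5 mM PEP in 50 mM imidazole pH 7.2, KCl, MgCl2; 1 h room temperature. ATP formed read by Kinase-Glo luminescence; normalized to uninhibited and no-enzyme controls.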
* hit, by the source's call; ? = inconclusive; . = no result given; [ ] = another dose, or the depositor's remark. Unless noted, calls come from the whole dose curve; as a rule, active = well fitted curve in the direction sought with a large enough effect; inconclusive = small, poorly fitted or top-dose-only effect, or another doubt; inactive = no such curve, though single readings can be large; an effect the other way counts as inactive or inconclusive. Unless noted, % is set by controls: 0 for no effect and ±100 for the full control effect.

SMILES | BCR signal inh | KCNH2 3.1 block | KCNH2 WT inh | Giardia killer | Coupling enz | USP2a block | uPA generation | Eya2 inh | GALK inhibitor | B2AR arrestin | PKM2 activator
CC(C)(C)C(=O)Nc1ccc(NC(=O)c2ccco2)nc1 | -13% | 5 | -2 | -94* | 1 | -1% | -16% | 1% | 2% | -0.3% | -26%
Cc1cc(C)c(N(CC(=O)NC(C)(C)C)C(=O)CNC(=O)c2cccs2)c(C)c1 | -1% | -17 | 0 | 19 | 2 | 0% | -5% | 0% | 1% | -0.2% | -2%
CCOC(=O)Cn1c(=S)[nH]c2c(oc3ccc(Cl)cc32)c1=O | ? | -2 | 2 | 0 | 4 | 4% | 2% | 7% | -7% | 0.3% | 5%
Cn1ccs/c1=N\S(=O)(=O)c1ccc(Br)cc1 | -1% | -10 | 8 | 6 | -5 | 3% | -6% | 5% | -4% | -0.4% | 16µM*
CCOC(=O)CNC(=O)CNC(=O)c1ccc(OC(C)C)cc1 | 7% | 32 | 5 | -4 | 2 | 0% | 3% | 8% | 1% | -0.3% | 21%
C=CCNC(=S)NNC(=O)C(CCC(C)C)CC(C)O (stereo not given) | 9% | -1 | 3 | 14 | 4 | 7% | 4% | -17% | 0% | -0.7% | 10%
Cc1ccc(NC(=O)CSc2nnc(-c3ccncc3)n2C)cc1S(=O)(=O)N1CCOCC1 | -9% | 2 | -11 | 29 | 5 | 0% | -1% | -7% | 4% | -0.9% | 3%
CC1CCN(c2ncccc2C(=O)O)CC1 | 4% | 18 | 7 | 3 | 3 | 2% | 6% | -19% | 0% | -0.1% | -22%
CN(C)C1=NC[C@H](Cc2ccccc2)N1CCCCc1ccccc1 | -16% | -92* | 20 | -16 | . | 0% | ? | -5% | . | 0.6% | .
Cc1ccc(N2CC(C(=O)OCC(=O)C(C)(C)C)CC2=O)cc1C (stereo not given) | 1% | 0 | -20 | -1 | 0 | 1% | -2% | 0% | 5% | -0.4% | 1%
CC(=O)c1ccc(OCCOc2ccc([N+](=O)[O-])cc2)cc1 | ? | -45 | -15 | -1 | -4 | 0% | 2% | -4% | 0% | -0.3% | 0%
Cc1ccc(C(C#N)c2ccc(Cl)nn2)cc1 (stereo not given) | ? | -6 | -3 | 0 | 0 | 5% | -3% | 1% | 7% | -0.2% | 8%
CCOc1ccccc1NC(=O)C(NCC1(N2CCCCC2)CCCCC1)c1ccccc1 (stereo not given) | -3% | -22 | 25 | -4 | 0 | 0% | -15% | ? | 1% | 0.1% | -13%
O=C(NNC(=O)c1ccccc1F)c1ccc(-c2ccc(Cl)cc2)o1 | 6% | -1 | 0 | -28 | . | 1% | 2% | -19% | . | 0.2% | .
Cc1ccccc1C(=O)NCCNC(=O)c1ccco1 | -1% | -2 | 8 | -14 | 2 | 0% | -1% | -10% | 1% | -0.2% | -1%
NC(=O)Cn1c2[n+](c3ccccc31)CC(O)CS2 (stereo not given) | -5% | -6 | -12 | -2 | 0 | 2% | 5% | -10% | 1% | -0.7% | -6%
CCCCCCN1C=CC(=C/C=C(\C#N)C(=O)OCC)C=C1 | 12% | -26 | -11 | -20 | -4 | 29% | -5% | ? | -1% | -0.2% | -3%
CC(C)(C)n1ncc2c(=O)n(Cc3c(Cl)cccc3Br)cnc21 | 1% | . | . | -1 | . | 4% | -9% | 1% | . | 0.0% | .
CSc1nc(N2CCOCC2)c2c(c1C#N)CC(C(C)C)OC2 (stereo not given) | -1% | -7 | -5 | 13 | 2 | -1% | -8% | -20% | . | 0.0% | .
Cc1cc(C(=O)NNC(=O)c2ccc(F)cc2)c(C)s1 | -7% | 3 | 4 | -2 | . | 0% | 1% | -10% | . | 0.0% | .
COc1ccc2nc(NC(=O)c3ccc(-c4cccc([N+](=O)[O-])c4)o3)sc2c1 | -10% | . | . | . | 3 | 3% | . | -5% | -1% | 0.6% | -3%
c1ccc(-c2ccccc2OCCN2CCCC2)cc1 | -7% | -21 | 7 | -8 | 3 | -2% | 2% | -4% | -6% | -0.3% | 2%[11.5 µM]
Cc1ccccc1Nc1nc(N)nc(COC(=O)c2ccc(O)cc2)n1 | ? | 1 | 0 | -4 | 1 | 2% | -1% | -2% | 1% | -3.7% | 6%
Cc1cccc(NC(=S)N(Cc2ccc(Cl)cc2)Cc2ccc(C(=O)O)cc2)c1 | 5% | -27 | -4 | 10 | -1 | 0% | . | -1% | -2% | 0.4% | 0%

An excerpt from above in order of their number in BCR signal inh, ascending:
molecule | BCR signal inh | USP2a block | uPA generation | Eya2 inh | GALK inhibitor | B2AR arrestin
COc1ccc2nc(NC(=O)c3ccc(-c4cccc([N+](=O)[O-])c4)o3)sc2c1 | -10% | 3% | . | -5% | -1% | 0.6%
Cc1cc(C(=O)NNC(=O)c2ccc(F)cc2)c(C)s1 | -7% | 0% | 1% | -10% | . | 0.0%
O=C(NNC(=O)c1ccccc1F)c1ccc(-c2ccc(Cl)cc2)o1 | 6% | 1% | 2% | -19% | . | 0.2%

(listing goes on)
SMILES | BCR signal inh | KCNH2 3.1 block | KCNH2 WT inh | Giardia killer | Coupling enz | USP2a block | uPA generation | Eya2 inh | GALK inhibitor | B2AR arrestin | PKM2 activator
Cc1cccc(-n2cnc3sc(C)c(C)c3c2=O)c1 | ? | 8 | -5 | 2 | 2 | 0% | -1% | 7% | 0% | 0.2% | -2%
O=C(Nc1nccs1)c1cc(-c2ccncc2)nc2ccccc12 | ? | -8 | -7 | 6 | 0 | 0% | 4% | 10% | -1% | -0.2% | 3%
CCc1cccc(NC(=O)NC(=O)Cn2nnc(C(=O)OC)c2C(=O)OC)c1 | -20% | -7 | 0 | 4 | 3 | -1% | 3% | -10% | -2% | 0.5% | -3%
COC(=O)[C@H](C)NC(=O)Nc1ccccc1C(F)(F)F | 4% | -7 | 0 | 24 | 0 | 0% | . | 0% | 8% | 0.0% | 1%
Cc1noc(NS(=O)(=O)c2ccc(N/C=C\C(=O)c3cccc4ccccc34)cc2)c1C | ? | 5 | -10 | 8 | 11 | ? | 3% | -1% | -4% | 0.1% | 2%
CC(C)(C)S(=O)(=O)c1ccc(S(=O)(=O)C(C)(C)C)s1 | ? | . | . | . | 1 | 2% | . | 2% | -5% | -0.3% | -16%
Cc1cccc(C)c1NC(=O)Nc1ccc2c(c1)OCO2 | 4% | -15 | 3 | 1 | 1 | 1% | 5% | 10% | -1% | -0.1% | 0%
O=C(CN1CCOCC1)Nc1ccccc1NC(=O)C1CCN(c2ncccn2)CC1 | 2% | 14 | 9 | -14 | 2 | -4% | . | 14% | 2% | -0.1% | 5%
O=C(CCn1c2c(c3ccccc31)CCCC2)NNC(=O)c1ccccc1Cl | -3% | 4 | -2 | -3 | 4 | 2% | 13% | -9% | 0% | -0.2% | -1%
NS(=O)(=O)c1ccc(CCNC(=O)c2ccc(Cl)nc2)cc1 | 3% | -12 | 3 | -19 | 0 | 5% | -3% | -28% | . | -0.4% | .
C/C(CC(=O)Nc1cccc(C(F)(F)F)c1)=N\NC(=O)c1cnccn1 | ? | -10 | -2 | -1 | -1 | -2% | 6% | -4% | 1% | -0.2% | -7%
CCC(Sc1nc2cc(OC)c(OC)cc2c(=O)n1CCc1ccc(S(N)(=O)=O)cc1)C(=O)NCCOC (stereo not given) | ? | -12 | -2 | 6 | -3 | 1% | -3% | -2% | -2% | 0.5% | -1%

Single records, from the list above. Order of values: BCR signal inh	KCNH2 3.1 block	KCNH2 WT inh	Giardia killer	Coupling enz	USP2a block	uPA generation	Eya2 inh	GALK inhibitor	B2AR arrestin	PKM2 activator
`COC(=O)[C@H](C)NC(=O)Nc1ccccc1C(F)(F)F` reads 4%	-7	0	24	0	0%	.	0%	8%	0.0%	1%
`C/C(CC(=O)Nc1cccc(C(F)(F)F)c1)=N\NC(=O)c1cnccn1` reads ?	-10	-2	-1	-1	-2%	6%	-4%	1%	-0.2%	-7%
`CCC(Sc1nc2cc(OC)c(OC)cc2c(=O)n1CCc1ccc(S(N)(=O)=O)cc1)C(=O)NCCOC` (stereo not given) reads ?	-12	-2	6	-3	1%	-3%	-2%	-2%	0.5%	-1%
`Cc1noc(NS(=O)(=O)c2ccc(N/C=C\C(=O)c3cccc4ccccc34)cc2)c1C` reads ?	5	-10	8	11	?	3%	-1%	-4%	0.1%	2%
